LGR2 antag: Drosophila LGR2 receptor signaling inhibition; HEK293 LGR2, CRE-luciferase, bursicon-stimulated, 4 h; inhibition, % at 9.99 µM; actives 0.35% (n = 380,000); AID 720647;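 active = drop in luminescence signal, shown as inhibition above about 50% in the replicate tests, limit read from the data, passing the limit was not always enough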;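 also: agonist challenge used bursicon conditioned medium at about half maximal strength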
PGC1a acetyl inh: lowers PGC1a acetylation signal in U2OS cells; actives 0.17% (n = 350,000); AlphaScreen anti-acetyl-lysine; with virally co-expressed GCN5 acetyltransferase; inhibition, % at 15.6 µM;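 active = every replicate shows inhibition of at least 40%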;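 also: 0% = neutral control wells and 100% = positive control wells; some results beyond the cut were filed as inactive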
PAX8 inh HTS: lowers PAX8-driven luciferase in RMG-I cells; RMG-I TPO-luciferase reporter, SteadyGlo, 24 h; inhibition, % at 12.6 µM; actives 1.2% (n = 360,000); AID 652154;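 active = mean replicate inhibition at least 60% with every replicate also reaching 60%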;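 also: luciferase light reporting Pax8 driven TPO promoter activity; plate controls were median of neutral control wells for no effect and mitoxantrone controls for full effect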
Cneo AK release: Cryptococcus neoformans lysis via adenylate kinase release | actives 0.2% (n = 360,000) | AID 651654 | lysis activity, % at 15 µM | C. neoformans lysis, adenylate kinase release luminescence, 4 h; normalised: neutral wells 0, clomiphene wells 100;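 active = mean lysis activity across replicates of at least 80%, whatever share of replicates individually reach that level; inactive = mean lysis activity below 80%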
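Material: C. neoformans cells; Schedule: 4 h static compound exposure, 37 °C, read 1 h post-reagent; Measured by: adenylate kinase release luminescence; Read-out: signal increase indicating cell lysis; Controls: Clomiphene as positive lysis control.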
miR-122 sensor: inhibitors of miR-122 in Huh7 cells; activation (reporter increase), % at 12.5 µM; actives 0.3% (n = 340,000); Huh7 miR-122 Renilla luciferase sensor, 48 h; neutral wells = 0, positive control = 100; AID 602342;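 active = mean replicate activation score at least 90 and every replicate individually at or above 90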;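 also: higher luciferase means less miR-122 activity so hits act as miR-122 inhibitors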
Casp6 inh: inhibitors of human caspase-6; P55212; purified caspase-6, Z-VEID-R110 cleavage fluorescence; inhibition, % at 12.5 µM; actives 0.53% (n = 350,000); AID 686996;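 active = mean inhibition across replicates at least about 35%, with every replicate also reaching that limit, limit read from the data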;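 also: 0% = median of neutral control wells and 100% = no fluorescence left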
Target sequence (P55212 24-179 limits assumed): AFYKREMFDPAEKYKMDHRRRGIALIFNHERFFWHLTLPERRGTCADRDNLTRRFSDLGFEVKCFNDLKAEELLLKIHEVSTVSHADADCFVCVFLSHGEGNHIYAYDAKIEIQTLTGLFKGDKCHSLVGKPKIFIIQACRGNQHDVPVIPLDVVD
Target sequence (P55212 194-293 limits assumed): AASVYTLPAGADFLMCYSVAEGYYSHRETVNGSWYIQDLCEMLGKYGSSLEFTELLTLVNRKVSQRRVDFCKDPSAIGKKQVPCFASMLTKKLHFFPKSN
EWS-Fli inh: blocks EWS/Fli oncoprotein-driven transcription; actives 0.67% (n = 350,000); AID 651661; A673 NR0B1-luciferase reporter, viability-normalised; inhibition, % at 12.6 µM;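 active = mean inhibition of at least 50% after viability correction, with every replicate also passing that limit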;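 also: firefly luciferase signal divided by Alamar Blue viability fluorescence both relative to DMSO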
FN deposit inh: fibronectin deposition inhibition. actives 0.086% (n = 350,000). inhibition, % at 12.6 µM. AH1F fibroblasts, Alexa488-fibronectin deposition fluorescence, overnight;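 active = mean inhibition across replicates of 30% or more, regardless of how many single replicates reach that level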;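 also: positive control wells lacked labelled fibronectin entirely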
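Assay system: AH1F fibroblast monolayer, labelled fibronectin deposition. Amount: 10000 cells per well. Also added: labelled fibronectin 24 nM. Compound: single-point pinned compound. Incubation: cell attachment 1 h, compound and FN exposure overnight. Detection: fluorescence after three HBSS washes, excitation 485 nm, emission 525 nm. Read-out: inhibition of fibronectin deposition signal.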
Active calls of the source: *; / = no result given; [ ] = another dose, or the depositor's remark.

SMILES	LGR2 antag	PGC1a acetyl inh	PAX8 inh HTS	Cneo AK release	miR-122 sensor	Casp6 inh	EWS-Fli inh	FN deposit inh
C[C@@H]1CN([C@H](C)CO)C(=O)c2cc(NC(=O)Nc3ccc4c(c3)OCO4)ccc2O[C@@H](C)CCCCO[C@@H]1CN(C)C(=O)CCC(F)(F)F	-7	10	-30	0	20[16.7 µM]	-3	-22	/
COc1ccc(NC(=O)CN(c2ccc([N+](=O)[O-])cc2)S(=O)(=O)c2ccccc2)cc1	-4	-11	/	4	17	/	/	/
CO[C@H](CN(C)Cc1ccc2c(c1)OCO2)[C@H](C)CN(C(=O)c1ccccc1)[C@@H](C)CO	3	4	/	0	/	-3	1	-10
CO[C@@H]1CC[C@@H]2CCOc3ccc(C#N)cc3C(=O)N(C)[C@@H](C)C(=O)N(C)C[C@H]1O2	16	/	18	5	/	-1	-11	-13
CCCCn1c(N)c(N(CC(C)C)C(=O)c2ccc(OC)c(S(=O)(=O)N3CCOCC3)c2)c(=O)[nH]c1=O	8	8	-18	-1	3	1	-2	2
C[C@@H]1CN([C@@H](C)CO)C(=O)c2cc(C#C[C@@H](C)O)cnc2O[C@@H]1CN(C)C(=O)CN(C)C	-5	-1	/	-6	-6[16.7 µM]	-4	-2	-2
Cc1ccc(C2C(C(=O)c3cc4ccccc4o3)=C(O)C(=O)N2CCN(C)C)o1 (configuration not stated)	-17	-2	-13	3	-2	-6	-18	-3
Clc1ccc2ncc(-c3nnnn3-c3ccccc3)c(-c3ccccc3)c2c1	/	-1	34	-10	12	/	/	-6
O=C(O)C[C@@H]1CC[C@@H]2[C@H](COC[C@@H](O)CN2S(=O)(=O)c2ccc(F)cc2)O1	1	-10	/	2	1[16.7 µM]	10	/	4
CC(=O)Nc1ccc(NC(=O)COc2ccc(S(=O)(=O)N3CCCC3)cc2C)cc1	11	/	15	0	/	-2	-6	3
Cc1cc(Nc2cccc([N+](=O)[O-])c2)c2cccc(C)c2n1	-1	-10	7	0	6	0	13	4
COc1ccc(NC(=O)Nc2ccc3c(c2)C(=O)N([C@@H](C)CO)C[C@H](C)[C@H](CN(C)S(=O)(=O)c2cccs2)O3)cc1	5	0	/	3	-2[16.7 µM]	-2	5	/
COc1ccc(NC(=S)N/N=C/c2cccn2Cc2ccc(F)cc2Cl)cc1	13	-12	10	/	/	2	17	-8
CC(=O)c1ccccc1OC(=O)COc1ccc([N+](=O)[O-])cc1	-15	10	-3	0	-1	4	10	13
COc1ccccc1C(=O)Nc1cc2cc(Cl)ccc2oc1=O	/	-19	10	-2	0	/	/	-5
COc1ccc(S(=O)(=O)N2C[C@@H](O)COC[C@@H]3O[C@@H](CC(=O)N(C)C)CC[C@H]32)cc1	-3	3	1	-1	3[16.7 µM]	1	-13	-15
CCCCN(CC)Cc1c(O)ccc2c(-c3ccccc3)cc(=O)oc12	5	7	-31	/	/	-2	4	-2
COc1ccc2cc(CN(CC3CCCO3)S(=O)(=O)c3ccccc3Cl)c(=O)[nH]c2c1 (configuration not stated)	11	3	/	-1	9	5	/	/
CC1CC(=O)Nc2ccccc2N1 (configuration not stated)	-27	5	/	3	-1	9	-4	-1
O=C(Nc1ccsc1C(=O)O)c1cccc(C(F)(F)F)c1	-32	/	-22	/	/	1	-64	6
CCc1nc2c(OCc3ccc(F)c(F)c3)cccn2c1N(C)C(=O)CC(C)C	0	/	12	24	/	2	-1	4
COc1ccc2nc(C)c(C(N)=O)cc2c1	12	13	-9	2	-4	2	13	-8
C[C@@H]1CN([C@H](C)CO)C(=O)CCCn2nncc2CO[C@@H]1CN(C)Cc1ccc(O)cc1	12	-11	/	12	0[16.7 µM]	0	-3	-1
CCCN(CC(=O)Nc1ccc(F)c(F)c1F)CC(=O)Nc1c(Cl)cccc1Cl	12	/	13	-2	9	-8	-3	-2
Cc1ccc(S(=O)(=O)N[C@H]2C=C[C@H](CC(=O)NCCCN(C)C)O[C@H]2CO)cc1	-10	1	-2	6	/	2	-7	1
O=C(Nc1ccc(Cl)cc1)c1cccs1	/	3	/	-3	36	/	/	-3
NC(=O)c1oc2ccccc2c1NC(=O)C1COc2ccccc2O1 (configuration not stated)	1	-8	-17	/	/	0	-41	-1
O=C(c1ccc(Cl)c(S(=O)(=O)N2CCOCC2)c1)N1CCc2ccccc2C1	7	-8	6	0	/	3	8	0
C[C@@H]1CN([C@H](C)CO)C(=O)c2cc(Br)cnc2O[C@H]1CN(C)Cc1ccccn1	13	8	/	40	-9[16.7 µM]	-6	-10	/
Cn1nnnc1SCCNCc1ccccc1OCc1ccccc1Cl	3	7	5	0	-4	-1	5	-4
O=C(CC[C@H]1O[C@@H](n2cnc3c(NC(=O)c4ccccc4)ncnc32)[C@H](O)[C@@H]1O)NCCCN1CCCC1=O	5	2	-20	-1	-2	1	-2	-4
O=C(COc1ncnc2ccccc12)Nc1ccccc1[N+](=O)[O-]	9	/	-1	/	/	-5	5	5
O=C(OCc1nc(-c2ccccc2Cl)no1)c1ccco1	7	-1	-8	-2	-1	1	-2	6
Cc1cccc(NC(=O)c2cc(NC(=O)c3ccccc3)ccc2N2CCCCC2)c1	/	/	15	-1	-8	/	/	-1
COc1cc(-c2cc(C(=O)Nc3cc(S(=O)(=O)N4CCOCC4)ccc3O)c3ccccc3n2)cc(OC)c1OC	-2	2	1	0	-8	5	17	-6
C[C@@H]1CCCCO[C@@H](CN(C)C(=O)Cc2ccccc2)[C@H](C)CN([C@@H](C)CO)C(=O)c2cc(NC(=O)Nc3ccc(F)cc3)ccc2O1	25	0	0	0	-7[16.7 µM]	-1	1	/
COc1ccc(C(=O)c2ccccc2)cc1Br	/	-4	-18	1	-2	/	/	/
CNCC[C@H](Oc1ccc(C(F)(F)F)cc1)c1ccccc1	/	-6	-111	5	0	-2	8	-2
CC(C)(C)NC(=O)N1CCCC(C(=O)c2cccc(Cl)c2)C1 (configuration not stated)	-10	/	-1	/	/	3	8	-16
CCN(CC)C1CCN(C(=O)CCc2nnc(CCc3ccccc3)o2)C1 (configuration not stated)	26	-3	3	0	2	2	6	-2
Cc1noc(C)c1NC(=O)N(C)C[C@@H]1Oc2c(NC(=O)c3nc4ccccc4s3)cccc2C(=O)N([C@@H](C)CO)C[C@@H]1C	3	1	/	1	9[16.7 µM]	-1	-7	11
Cc1noc(C)c1S(=O)(=O)Nc1ccccc1Cl	-11	-4	-5	0	-3	-2	-8	-10
CC1=C(C)CC(C(=O)Nc2nc(-c3ccc(C)cc3C)c(C)s2)C(C(=O)O)C1 (configuration not stated)	-8	/	3	1	-1	/	/	-2
CC(=O)Nc1ccc(S(=O)(=O)N2CCN(Cc3csc(C)n3)CC2)cc1	-13	-3	-13	1	-3	-4	2	/
C[C@@H]1CN([C@H](C)CO)C(=O)c2cccc(N(C)C)c2O[C@H]1CN(C)S(=O)(=O)c1cn(C)cn1	-12	-6	-9	0	-3[16.7 µM]	2	3	0
Cc1cc(C)cc(OCC(=O)OCC(=O)Nc2cc(S(=O)(=O)N3CCOCC3)ccc2C)c1	9	4	-1	0	6	0	66*	1
COc1ccc(C(=O)NCCc2cc3c(OC)ccc(OC)c3[nH]c2=O)cc1OC	7	-2	18	2	0	1	12	6
CCCc1c(C(=O)N/N=C/c2c(OC)ccc3ccccc23)nnn1-c1nonc1N	9	6	6	-2	-5	2	/	5
CO[C@H]1CN(C)C(=O)c2cc(NC(=O)c3ccc(F)cc3)ccc2OC[C@H](C)N(C(=O)CC2CC2)C[C@H]1C	5	21	/	/	-4[16.7 µM]	/	9	1
Cc1ccc(C(=O)OCN2C(=O)c3ccccc3C2=O)c(O)c1	4	/	6	0	/	-4	-1	/
(further entries)
SMILES	LGR2 antag	PGC1a acetyl inh	PAX8 inh HTS	Cneo AK release	miR-122 sensor	Casp6 inh	EWS-Fli inh	FN deposit inh
O=C(C[C@H]1C[C@@H]2c3cc(NC(=O)NC4CCCC4)ccc3O[C@@H]2[C@@H](CO)O1)NCC1CC1	6	0	10	5	-4[16.7 µM]	0	-1	-11
CCN(Cc1cnn(C)c1)C(=O)c1ccc2nc(Cc3ccccc3F)oc2c1	-21	2	34	0	-7	0	-2	2
CCOc1ccc(-n2c(SCc3cc(=O)oc4cc(C)ccc34)nnc2-c2cccnc2)cc1	-5	/	65*	3	9	7	10	-2
COc1ccc(C(=O)N/C(=C/c2ccc(Cl)cc2)C(=O)Nc2ccc(C(=O)O)cc2)cc1	-8	5	-1	0	0	6	/	-3
Cc1cccn2cc(CNS(=O)(=O)c3cccc(F)c3)nc12	17	/	3	-1	/	0	3	-6
C=CCNC(=O)c1ccc(C)c(Br)c1	-17	-2	/	0	-6	/	/	/
CCC(=O)N[C@@H]1C=C[C@H](CC(=O)NCc2ccc(OC)cc2)O[C@H]1CO	13	13	-2	1	14[16.7 µM]	2	1	-17
N#Cc1c(-c2ccco2)nc(SCc2ccc(F)cc2)[nH]c1=O	7	19	/	3	-3	11	-2	/
CCCNC(=O)N1C[C@H]2[C@@H](c3ccccc31)[C@H](CO)N2C(=O)Nc1ccc(F)cc1	2	-3	7	-1	-10[16.7 µM]	1	6	-6
C[C@@H]1CN([C@@H](C)CO)C(=O)c2cc(-c3cccnc3)cnc2O[C@H]1CN(C)C(=O)C1CC1	0	5	/	-5	-1[16.7 µM]	-1	0	-9

Ordered by value in PGC1a acetyl inh (largest number first): some entries from above
compound	PGC1a acetyl inh
COc1ccc(C(=O)N/C(=C/c2ccc(Cl)cc2)C(=O)Nc2ccc(C(=O)O)cc2)cc1	5
O=C(C[C@H]1C[C@@H]2c3cc(NC(=O)NC4CCCC4)ccc3O[C@@H]2[C@@H](CO)O1)NCC1CC1	0
CCCNC(=O)N1C[C@H]2[C@@H](c3ccccc31)[C@H](CO)N2C(=O)Nc1ccc(F)cc1	-3

Going on with the list:
SMILES	LGR2 antag	PGC1a acetyl inh	PAX8 inh HTS	Cneo AK release	miR-122 sensor	Casp6 inh	EWS-Fli inh	FN deposit inh
COC(=O)C1=C(C)NC(=O)/C1=C\c1ccco1	-5	-12	/	2	-5	3	/	/
O=C(NCc1ccco1)C1CCCN(S(=O)(=O)c2ccc(-n3cnnn3)cc2)C1 (configuration not stated)	-7	2	-4	-1	-11	1	/	4
COC(=O)c1ccccc1S(=O)(=O)NNC(=O)Nc1ccccc1	58*	5	-3	1	3	-1	25	-2
Nc1ccc(-c2nc3ccc(N)cc3s2)cc1	53*	-3	40	-12	-24	-2	49	0
Cc1ccc(C(=O)NCC(c2ccco2)N2CCc3ccccc3C2)cc1 (configuration not stated)	-5	/	-1	-1	/	14	-15	3
CCOC(=O)c1[nH]c2cc3c(cc2c1NC(=O)CN1CCC2(CC1)OCCO2)OCO3	/	-15	3	0	-3	/	/	3
CCC(=O)NC(=S)Nc1ccc(N2CCN(C(=O)c3ccc(Cl)cc3)CC2)cc1	-11	-10	-26	/	/	-1	7	-7
COc1ccc(CN2CCN(CCC(C)C)C(CCO)C2)cc1Cn1cccn1 (configuration not stated)	0	/	4	/	/	-1	2	10
COc1ccc(NC(=O)C2CSC3c4ccccc4C(=O)N23)cc1 (configuration not stated)	/	15	14	-1	12	/	/	-1
COC(=O)CNc1ccc2c(c1)OCO2	27	5	/	-2	0	/	/	/
N#Cc1ccccc1CN1C(=O)NC2(CCCCCC2)C1=O	29	5	-1	-2	-1	-1	4	-12
Cc1noc(C)c1NC(=O)Nc1ccc2c(c1)C(=O)N([C@H](C)CO)C[C@H](C)[C@H](CN(C)Cc1ccc(Oc3ccccc3)cc1)O2	-15	7	/	-5	-19[16.7 µM]	0	12	/

Screening results as filed in PubChem BioAssay.

Not a hit list (roughly 2.5% active in at least one column).
